From PubChem
BioA inh: BioA (M. tuberculosis) enzyme inhibition; purified M. tuberculosis BioA enzyme, plate reader; inhibition, % at 9.99 µM; 360,000 compounds, 0.096% hits; AID 602481; in the data active = inhibition above about 40%
PriA SSB inh: blocks PriA binding to SSB C-terminal tail; AlphaScreen SSBct-PriA binding, biotinylated peptide; AID 1272365; 430,000 compounds, 0.6% hits; inhibition, % at 33 µM; in the data active = inhibition mostly above about 37%, no sharp cut-off; inactive = mostly below about 20%;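 note: plate controls were negative control peptide for no effect and reference peptide for full effect; strong numbers were not always called active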
GDH-TPI inh: inhibits GDH-TPI coupling enzymes, artifact for Mtb FBA screen | GDH-TPI coupled enzyme counterscreen, NADH absorbance | inhibition, % at 4.8 µM | 360,000 compounds, 1.2% hits; in the data active = inhibition above about 30%;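 note: 0% = DMSO wells and 100% = wells lacking the enzyme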
Rv3671c inh: inhibitors of M. tuberculosis serine protease Rv3671c; P9WHR9; inhibition, % at 5.96 µM; 320,000 compounds, 0.048% hits; in the data active = inhibition above about 38%;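 note: extracellular domain of Rv3671c used as enzyme; 0% = enzyme with DMSO and 100% = no enzyme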
MazEF act: activators of E. coli MazEF toxin-antitoxin RNase. P0AE70. FAM/BHQ RNA-DNA oligo cleavage fluorescence, 5 h. activation, % at 20 µM. 350,000 compounds, 0.32% hits; in the data active = activation above about 50%
Target sequence (P0AE70 whole entry, looked up): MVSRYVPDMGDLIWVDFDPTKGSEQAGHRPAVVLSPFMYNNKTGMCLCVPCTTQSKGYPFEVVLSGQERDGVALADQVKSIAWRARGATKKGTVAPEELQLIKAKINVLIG
UGM FP inh: Mtb UDP-galactopyranose mutase inhibition; P9WIQ1; inhibition, % at 10 µM; 320,000 compounds, 0.06% hits; purified UGM, fluorescence polarization probe displacement; in the data active = inhibition above about 10%, passing the limit was not always enough
Target sequence (P9WIQ1 whole entry, looked up): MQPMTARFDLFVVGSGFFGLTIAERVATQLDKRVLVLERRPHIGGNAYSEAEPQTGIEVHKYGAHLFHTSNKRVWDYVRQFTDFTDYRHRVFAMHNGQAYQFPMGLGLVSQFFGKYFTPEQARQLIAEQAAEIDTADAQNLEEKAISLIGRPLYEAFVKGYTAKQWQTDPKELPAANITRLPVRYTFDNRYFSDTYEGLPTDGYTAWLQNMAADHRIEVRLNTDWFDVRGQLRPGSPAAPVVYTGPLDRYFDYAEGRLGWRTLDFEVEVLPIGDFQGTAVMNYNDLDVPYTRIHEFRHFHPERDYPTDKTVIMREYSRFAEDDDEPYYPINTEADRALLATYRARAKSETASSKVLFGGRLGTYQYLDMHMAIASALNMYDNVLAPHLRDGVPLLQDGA
SARS 3CLpro inh: SARS-CoV 3CLpro protease inhibition; P0C6X7; recombinant SARS-CoV 3CLpro, quenched FRET peptide cleavage; inhibition, % at 6 µM; 290,000 compounds, 0.14% hits; AID 1706; in the data active = inhibition above about 12%
FBA Mtb inh: Mtb fructose-bisphosphate aldolase inhibition; purified M. tuberculosis FBA, fluorescence read-out; P9WQA3; 360,000 compounds, 2.3% hits; AID 588726; inhibition, % at 1 µM; in the data active = inhibition above about 27%;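 note: 0% = vehicle and 100% = reference inhibitor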
BH1578 lux ind: induces V. cholerae light production without autoinducers; V. cholerae BH1578 lux reporter, luminescence, 6 h; 350,000 compounds, 0.16% hits; AID 588436; activation, % at 18.7 µM; in the data active = activation mostly above about 9.7%, no sharp cut-off; note: not every result past the cut was called active; inactives centre near 0; reference of the scale not given here
VHR inh abs: DUSP3 (human) phosphatase inhibition; 290,000 compounds, 0.52% hits; recombinant VHR phosphatase, pNPP absorbance; inhibition, % at 13.3 µM; in the data active = inhibition above about 50%; note: some compounds called inactive have numbers as strong as hits
Target sequence (P51452 whole entry, looked up): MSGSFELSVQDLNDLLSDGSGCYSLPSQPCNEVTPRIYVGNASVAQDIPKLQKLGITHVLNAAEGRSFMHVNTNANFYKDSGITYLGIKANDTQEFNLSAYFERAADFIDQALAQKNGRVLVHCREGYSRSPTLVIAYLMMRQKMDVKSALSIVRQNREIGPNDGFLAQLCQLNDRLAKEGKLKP
The depositor's hits bear a star; i = inactive; x = not tested or not shown; & = joins results of further samples; ! = not active in a repeat.

structure	FBA Mtb inh	UGM FP inh	BH1578 lux ind	BioA inh	MazEF act	PriA SSB inh	SARS 3CLpro inh	GDH-TPI inh	Rv3671c inh	VHR inh abs
COc1ccccc1CN(C)C(=O)CN1CCN(C(=O)c2cccs2)CC1	0.0	1.3	i	-0.8	2.9	2.9	x	2.5	-0.4	x
COc1ccc(C(CC(=O)O)NC(=O)C2CCCCC2)cc1 (configuration not stated)	1.1	1.7	-0.3	-1.7	1.4	-1.7	0.0	14.4	4.4	16.6
FC(F)(F)c1cccc(N2CCN(Cc3cccnc3)CC2)c1	-0.2	1.0	-3.0	-0.5	5.3	-8.3	2.0	8.5	18.2	9.1
N#C/C(=C\N1CCOCC1)C(N)=O	1.2	4.1	-0.1	-0.4	-4.4	-8.8	2.0	-6.9	3.5	8.5
Nc1cc(-c2ccccc2)n2c(n1)nc1ccccc12	3.8	-4.6	0.8	-3.4	2.7	-6.0	-5.9	2.2	2.1	0.4
O=C(Nc1ccccc1)c1cc(C2CCCCN2C(=O)c2ccccc2)on1 (configuration not stated)	-2.0	x	-0.8	-0.4	x	x	x	1.8	x	x
CC(=O)c1cc(Cl)ccc1OC(=O)c1ccco1	-0.4	0.6	i	0.9	-0.4	-17.7	-1.5	0.4	1.6	24.5
N#Cc1nc(COc2ccccc2)oc1N1CCCCCC1	-2.7	3.6	-0.3	0.9	0.7	109.2*!	0.9	1.4	-9.4	-6.0
CCOC(=O)C1CN(S(=O)(=O)c2ccccc2)C1	-0.1	0.4	x	0.0	-0.6	-5.4	-1.5	-8.9	4.2	20.8
Cc1cccc(OCCCC(=O)Nc2ccc(S(=O)(=O)N3CCCC3)cc2)c1	2.1	-1.5	x	-0.4	-0.6	-21.3	2.3	10.8	-7.8	19.4
OC(COc1ccc(F)cc1)CN1CCN(c2ccccc2F)CC1 (configuration not stated)	3.5	0.8	-1.6	0.4	6.0	-6.2	-0.1	-0.7	1.7	x
Cn1c(C=O)c(-c2ccc3c(c2)OCCO3)c2ccccc21	2.9	3.1	-3.6	-3.3	-33.8	-78.1	x	8.8	-11.8	x
CN(C(=O)COC(=O)c1ccc(C(C)(C)C)cc1)C1CCS(=O)(=O)C1 (configuration not stated)	-3.0	0.5	i	-1.7	6.0	1.7	x	-9.1	0.2	x
N#Cc1ccc(OCCN2CCc3ccccc3C2)cc1	1.8	1.1	-0.5	x	-6.1	-6.6	x	-12.8	6.6	x
Nc1cc(Cl)ccc1C(=O)OCC(=O)NC1CCCCCCC1	27.5*	1.5	i	x	0.3	-13.6	x	7.0	-4.9	x
Clc1ccc(Nc2ccccc2)nn1	-0.4	1.2	i	x	-21.0	-16.0	0.6	10.2	6.6	22.8
COc1ccccc1C(=O)C1CCCN(C(=O)c2cccc(Cn3cccn3)c2)C1 (configuration not stated)	4.9	0.1	-0.5	-2.1	3.3	-9.1	2.0	0.0	2.7	14.5
COCCNC(=O)C1CCCN(Cc2cccc(Cl)c2)CC1 (configuration not stated)	2.5	x	i	0.3	x	x	x	4.4	x	x
O=c1c(Br)c(N2CCCCC2)cnn1-c1ccccc1	-3.6	-1.5	-0.4	x	10.2	-9.4	-4.3	6.7	3.0	47.3
CS(=O)(=O)NCCNc1ccc(Cl)cc1[N+](=O)[O-]	-5.1	0.6	0.6	x	-5.1	1.1	0.0	-2.9	1.7	1.2

4 entries from above, with values under each structure:
Values run as follows: FBA Mtb inh, UGM FP inh, BH1578 lux ind, BioA inh, MazEF act, PriA SSB inh, SARS 3CLpro inh, GDH-TPI inh, Rv3671c inh, VHR inh abs
> Clc1ccc(Nc2ccccc2)nn1
 : -0.4, 1.2, i, x, -21.0, -16.0, 0.6, 10.2, 6.6, 22.8
> Cc1cccc(OCCCC(=O)Nc2ccc(S(=O)(=O)N3CCCC3)cc2)c1
 : 2.1, -1.5, x, -0.4, -0.6, -21.3, 2.3, 10.8, -7.8, 19.4
> OC(COc1ccc(F)cc1)CN1CCN(c2ccccc2F)CC1 (configuration not stated)
 : 3.5, 0.8, -1.6, 0.4, 6.0, -6.2, -0.1, -0.7, 1.7, x
> CS(=O)(=O)NCCNc1ccc(Cl)cc1[N+](=O)[O-]
 : -5.1, 0.6, 0.6, x, -5.1, 1.1, 0.0, -2.9, 1.7, 1.2

(list continues)
structure	FBA Mtb inh	UGM FP inh	BH1578 lux ind	BioA inh	MazEF act	PriA SSB inh	SARS 3CLpro inh	GDH-TPI inh	Rv3671c inh	VHR inh abs
CC(Sc1nc(N)cc(N)n1)C(=O)Nc1ccc(N2CCOCC2)cc1 (configuration not stated)	2.1	-2.2	0.7	0.0	5.2	1.2	x	-4.1	-1.7	x
COC(CC(=O)NNC(=S)Nc1ccc(Cl)cc1)OC	-1.6	0.5	-0.4	-1.6	0.7	3.8	0.3	3.8	-2.1	18.1
COC(=O)C1(C(=O)OC)NOC2C(=O)N(N(C)c3ncc(C(F)(F)F)cc3Cl)C(=O)C21 (configuration not stated)	-2.7	3.3	i	x	4.2	-9.1	-0.3	1.3	-7.4	6.7
COCCN(CCOC)C(=O)c1ccc(NS(=O)(=O)c2ccc3c(c2)OCCO3)cc1	3.3	-1.8	i	-1.2	6.1	-5.5	-1.2	-9.1	1.2	3.6
CCCCN(CCCC)C(=O)c1cc(Cl)ccc1[N+](=O)[O-]	4.3	-0.7	-0.5	1.5	-2.2	10.7	4.8	5.2	6.5	-6.9
O=C(c1ccc(N2CCN(CCO)CC2)nc1)N1CCOCC1	-3.2	2.8	i	x	6.8	-7.2	1.7	-0.3	-0.4	-4.8
CN(C)c1ccc(C2CC(=O)NC3=C2C(=O)CC(C)(C)C3)cc1 (configuration not stated)	-0.7	-1.7	4.8	2.5	-2.4	-7.4	-2.7	0.8	-0.5	13.9
Cc1ccnc2nc(C(=O)OCC(=O)N(Cc3ccccc3)C(C)(C)C)nn12	2.6	0.4	0.5	-1.7	1.4	0.0	x	3.2	-15.1	x
COc1ccc(CC(=O)Nc2ccc(S(=O)(=O)Nc3cc(OC)nc(OC)n3)cc2)cc1	-3.3	-0.7	-0.2	-2.8	7.1	4.5	4.8	1.9	-13.5	-23.5
NC(=O)CN1C(=O)C(O)(CC(=O)/C=C\c2ccc3c(c2)OCO3)c2ccccc21 (configuration not stated)	-1.8	-0.4	-0.4	x	10.5	-11.8	6.2	11.8	-7.8	18.4
Cn1c(=O)c([N+](=O)[O-])c(NCc2ccc3c(c2)OCO3)c2ccccc21	1.6	-1.8	-0.6	-0.1	6.6	0.9&-3.0	5.9	10.0	5.8	8.7
N/C(=N\OC(=O)c1ccc(Cl)cc1[N+](=O)[O-])c1ccccn1	-1.5	0.7	i	2.1	-7.4	x	10.1	3.7	-2.4	17.6
CN(CCc1ccccc1)C(=O)c1ccc(NC(=O)Cc2ccc(NC(=O)C3CCN(C(=O)c4ccccc4)CC3)cc2)cc1	-0.1	x	i	-1.1	-5.3	-15.2	x	-1.0	x	x
CC1=CC[C@@]23CCCN2C(=O)CCC[C@H]3C1	0.7	x	-1.5	-1.0	9.6	-14.4	x	-12.7	x	x
COc1cccc(CNC(=O)C2CCCN(S(C)(=O)=O)C2)c1 (configuration not stated)	1.8	0.1	-1.7	-1.3	2.2	-1.2	-1.6	11.5	-1.6	-7.5
COc1ccc(C(=N/O)/C(=N/O)c2ccc(OC)cc2)cc1	3.4	1.2	i	x	3.7	x	0.0	-7.4	4.0	2.9
O=C1C=C(c2ccccc2)C(c2ccccc2)C1O (configuration not stated)	-1.0	x	-1.2	x	-0.5	2.4	x	1.7	x	x
O=C(c1ccc(N2CCCC2)c([N+](=O)[O-])c1)N1CCN(S(=O)(=O)c2ccccc2)CC1	-0.4	x	-0.4	1.9	4.3	8.2	x	-9.5	x	x
Cn1c(C=O)c(C#CC(C)(C)O)c2ccccc21	6.2	1.3	-3.2	-0.2	-5.8	-5.7	x	26.9	3.2	x
COc1cc(-c2n[nH]c(=S)n2Cc2ccccc2)cc(OC)c1OC	11.0	-0.9	-0.1	69.8*	7.5	15.0	1.3	3.3	x	13.3

(listing goes on)
structure	FBA Mtb inh	UGM FP inh	BH1578 lux ind	BioA inh	MazEF act	PriA SSB inh	SARS 3CLpro inh	GDH-TPI inh	Rv3671c inh	VHR inh abs
O=C(COc1cccc(C(F)(F)F)c1)NNC(=O)c1ccc(=O)[nH]c1	-0.6	0.3	i	-3.0	5.0	-3.2	x	12.5	-0.8	x
COc1cccc(C(c2sc3ncnn3c2O)N2CCc3ccccc3C2)c1 (configuration not stated)	-2.8	2.5	-0.4	-0.7	6.0	-6.5	0.2	-6.0	0.2	-11.8
O=C1CCC[C@@H]2Cc3nc4ccc(Cl)cc4cc3[C@@H]3CCN1[C@H]23	-4.6	x	i	3.7	3.9	0.4	x	-3.1	x	x
Cc1ccc(-n2c(O)c(/C=N/N3CCCCCC3)c(=O)[nH]c2=O)cc1C	-1.0	1.2	i	-3.2	9.7	x	1.7	8.1	4.1	0.0
CCCN1CCN(C(=O)Cn2nc(C)n3c(cc4c(OC)cccc43)c2=O)CC1	86.5*	x	0.2	1.3	0.6	-5.3	x	-2.6	x	x
Cc1cc(SCC(=O)N(C)C2CCS(=O)(=O)C2)nc2c(C)cccc12 (configuration not stated)	-0.8	-1.8	i	x	1.4	-13.8	-4.2	-0.6	-10.9	22.3
CCOc1ccc(N(C)S(=O)(=O)c2cc(-c3cc(C)no3)ccc2OC)cc1	-1.9	1.5	-0.2	-0.3	0.3	6.4	6.9	-9.2	-4.2	-27.1
O=C(Nc1ccc(Oc2cccc(C(F)(F)F)c2)nc1)c1ccccc1	-1.1	4.5	1.8	1.9	-16.8	-4.6	6.6	2.6	0.3	2.6
CC(=O)Nc1ccc(NC(=S)NC(=O)c2cc3ccccc3o2)cc1	0.3	-1.0	0.1	x	-1.4	-3.3	0.6	10.2	-9.4	-5.7
CCOC(=O)C1CCCN(C(=O)c2ccc(C)c(F)c2)CC1 (configuration not stated)	-0.7	x	-0.8	3.0	x	x	x	7.5	x	x
O=C(c1cc(-c2cccc(Cl)c2)nc2ccccc12)N1CCN(c2ccccn2)CC1	-0.6	-2.0	0.9	0.0	-6.2	-4.7	-3.1	2.1	-6.5	14.9
O=[N+]([O-])c1cccc(CN2C[C@@]34C=C[C@@H](C[C@@H]3S2(=O)=O)O4)c1	-0.3	0.6	1.0	0.1	8.9	-4.6	-4.2	-10.1	5.0	20.5
CCN(C[C@H]1N[C@@](CC)(C(=O)OC)[C@H]2C(=O)N(C)C(=O)[C@@H]12)C(=O)c1ccccc1	1.9	x	i	-1.2	5.3	-0.7	x	-0.9	4.5	x
COC(=O)C1=C(C)N(Cc2ccccc2)C(=O)/C1=C\c1ccco1	-3.8	0.3	i	x	-12.9	10.3	-2.9	7.2	0.6	-8.5

Some of the compounds tested, so the mix of outcomes need not match the whole.
